PTAP-TSG101 blk: qHTS Validation Assay for Inhibitors of HIV-1 Budding by Blocking the Interaction of PTAP/TSG101: Sytravon Library Screen; Tumor susceptibility gene 101 protein (Homo sapiens), Q99816; Fluorescence polarization, FITC-PTAP peptide/Tsg101, 20 min; Potency, µM (doses to about 115 µM), for the others: top-dose activity change, negative = inhibition, actives largely listed as inhibitors; 44,000 tested, under 10 active; AID 1347069, 2019; further: potency means the concentration at half of the fitted maximal effect; 0% is about no effect
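qHTS FP binding, 20 min r.t.: 10 uM Tsg101 domain + 50 nM FITC-PTAP peptide, pH 7.5 HEPES buffer with TCEP and EDTA.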
B2AR arrestin ag: qHTS assay of beta-arrestin-biased ligands of beta2-adrenergic receptor: NCGC Sytravon Library Screen. AID 1347077, 2019. Beta-2 adrenergic receptor (Homo sapiens), P07550. 44,000 tested, under 10 active. Potency, µM (doses to about 46.1 µM), for inactives: at the highest dose activation, actives largely listed as activators. HTLA Tango cells, beta-arrestin recruitment, luciferase luminescence, 18 h;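 further: potency means the concentration at half of the fitted maximal effect; 0% = DMSO and full agonism = EC100 isoproterenol or metaproterenol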
Target sequence (P07550 whole entry, looked up): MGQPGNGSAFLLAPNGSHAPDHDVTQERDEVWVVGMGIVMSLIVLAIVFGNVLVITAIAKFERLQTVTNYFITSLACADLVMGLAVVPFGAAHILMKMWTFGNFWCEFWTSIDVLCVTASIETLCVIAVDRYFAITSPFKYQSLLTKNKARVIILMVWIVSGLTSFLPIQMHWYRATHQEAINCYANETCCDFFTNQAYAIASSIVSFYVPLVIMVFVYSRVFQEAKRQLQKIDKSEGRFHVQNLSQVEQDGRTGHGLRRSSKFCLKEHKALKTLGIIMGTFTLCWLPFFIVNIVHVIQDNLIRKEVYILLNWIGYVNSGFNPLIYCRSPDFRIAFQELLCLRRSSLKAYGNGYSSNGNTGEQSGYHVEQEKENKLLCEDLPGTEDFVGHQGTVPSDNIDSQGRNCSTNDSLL
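Ligand-induced beta-arrestin recruitment to recombinant beta2-AR is measured via a tTA-driven luciferase reporter in Tango cells after 18 hr compound exposure at 37 degrees C. Concentrations span up to 46 microM.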
p53null 32C tox: qHTS Screen for Compounds that Selectively Target Cancer Cells with p53 Mutations: Cytotoxicity of p53 Null Cells at the Permissive Temperature; H1299-neo p53 null cells, ATP luminescence, 24 h, 32C; Potency, µM (highest dose often 46.1 µM), for the others: top-dose activity change, negative = cytotoxicity, actives largely listed as cytotoxic; actives 0.62% (n = 55,000);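 further: potency means the concentration at half of the fitted maximal effect; 0% = DMSO only and -100% = full killing by 100 µM tamoxifen; nearly all actives have a fitted effect of over 55% in size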
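We seeded p53-null H1299-neo cells, incubated them overnight at 37C, and added compounds across a range up to 46 uM. After 24 hours at 32C, ATP reagent was applied for 20 min at room temperature and luminescence recorded.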
NTMT1 inh: Primary qHTS for Inhibitors of N-terminal methyltransferase 1 (NTMT1): MTaseGlo Assay. N-terminal Xaa-Pro-Lys N-methyltransferase 1 (Homo sapiens), Q9BV86. NTMT1 MTase-Glo SAH luminescence, purified enzyme. Potency, µM (doses to about 114 µM), inactives show at the highest dose activity change, negative = inhibition, hits mostly inhibitors. actives 2.5% (n = 59,000). AID 1645870, 2021;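 further: potency means the concentration at half of the fitted maximal effect; plate controls were DMSO vehicle for no effect and no enzyme for full effect; nearly all actives have a fitted effect of over 65% in size; many of its hits are not listed in these tables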
Target sequence (Q9BV86 whole entry, looked up): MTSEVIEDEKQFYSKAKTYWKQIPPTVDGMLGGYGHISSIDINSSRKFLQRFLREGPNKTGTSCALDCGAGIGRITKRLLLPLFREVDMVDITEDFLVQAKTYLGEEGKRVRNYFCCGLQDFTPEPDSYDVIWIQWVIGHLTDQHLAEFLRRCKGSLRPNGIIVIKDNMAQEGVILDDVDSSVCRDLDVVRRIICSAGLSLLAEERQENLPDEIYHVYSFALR
FH mod: Identification of activators of human fumarate hydratase by quantitative high-throughput screening. Fumarate hydratase, mitochondrial (Homo sapiens), P07954. FH coupled MDH/diaphorase resazurin fluorescence, 15 min. Potency, µM (titrated, usually from 79.9 µM), inactives show at the top dose activity change, negative = inhibition, hits mostly inhibitors. actives 0.22% (n = 54,000); further: potency means the concentration at half of the fitted maximal effect; on the % scale 0 is the no-effect control and ±100 the full control effect; the screen sought activators but most active calls are inhibition curves; nearly all actives have a fitted effect of over 45% in size
p53null 39C tox: qHTS Screen for Compounds that Selectively Target Cancer Cells with p53 Mutations: Cytotoxicity of p53 Null Cells at the Nonpermissive Temperature | H1299 p53-null (neo) cells, 39C, ATPlite viability, 24 h | Potency, µM (doses to about 46.1 µM), without a hit: at the top dose activity, negative = cell killing, hits mostly cytotoxic | actives 0.97% (n = 55,000) | AID 904, 2007;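 further: potency means the concentration at half of the fitted maximal effect; 0% = DMSO only and -100% = full killing by 100 µM tamoxifen; nearly all actives have a fitted effect of over 50% in size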
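Temperature-shift cytotoxicity format: compound titrations on p53-null or A138V-expressing H1299 cells held 24 hr at 39C, cell ATP then measured, AC50 from Hill model.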
GALK inhibitor: qHTS Assay for Inhibitors of Human Galactokinase (GALK): NCGC Sytravon Library Screen. P51570. Potency, µM (highest dose often 57.5 µM), for the others: at the highest dose activity, negative = inhibition, most hits filed as inhibitors. 44,000 tested, under 10 active. recombinant GALK, Kinase-Glo ATP luminescence, 1 h;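 further: plate controls were full GALK reaction for no effect and reaction lacking GALK for full effect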
Target sequence (P51570 whole entry, looked up): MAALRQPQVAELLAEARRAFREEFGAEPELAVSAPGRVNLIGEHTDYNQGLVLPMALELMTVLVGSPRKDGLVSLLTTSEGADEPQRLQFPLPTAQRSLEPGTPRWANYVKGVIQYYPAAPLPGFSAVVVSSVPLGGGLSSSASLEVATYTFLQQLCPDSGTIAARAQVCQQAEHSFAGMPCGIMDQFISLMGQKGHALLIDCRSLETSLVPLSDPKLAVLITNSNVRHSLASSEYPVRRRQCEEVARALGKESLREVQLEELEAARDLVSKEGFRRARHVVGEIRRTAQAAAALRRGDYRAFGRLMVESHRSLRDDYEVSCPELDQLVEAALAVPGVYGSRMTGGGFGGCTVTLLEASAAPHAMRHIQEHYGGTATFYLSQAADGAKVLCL
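5 nM GALK; 35 uM ATP; 100 uM D-galactose; 20 mM HEPES pH 8.0, 5 mM MgCl2, 60 mM NaCl, 1 mM DTT, 0.01% BSA; 1 h RT; Kinase-Glo Plus luminescence.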
Numbers without * were called inactive; ? = inconclusive; [ ] = remark or other dose. The call rests on the fitted dose curve; in most records, active means well fitted curve in the direction sought with a large enough effect; inconclusive means small, poorly fitted or top-dose-only effect, or another doubt; inactive means no such curve, though single readings can be large; an effect the other way counts as inactive or inconclusive. A portion of the library; count on the stated rates, not on these rows.

SMILES	PTAP-TSG101 blk	B2AR arrestin ag	p53null 32C tox	NTMT1 inh	FH mod	p53null 39C tox	GALK inhibitor
CCOC(=O)c1ccc2c(c1)N(Cc1ccc(F)cc1Cl)C(=O)c1ccccc1S2	0%	0%	0%	10%	-19%	33%[activator]	-5%
Cc1ccc(CN2CCN(C3CCN(C(=O)Nc4ccccc4C(F)(F)F)CC3)C(=O)C2=O)cc1	-2%	-1%	6%	15%	4%	9%	-2%
COc1ccc(N2CCN(C(=O)c3cc4c(=O)n(Cc5ccccc5)ccc4nc3C)CC2)cc1	-7%	0%	-7%	?	2%	-11%	0%
O=c1c(S(=O)(=O)c2ccccc2)cn(Cc2cccc(F)c2)c2cc(N3CCCC3)c(F)cc12	-1%	1%	-1%	6%	-4%	-2%	2%
CC(C)CCNC(=O)Nc1ccc2c(c1)N(Cc1ccccc1)C(=O)c1ccccc1S2	-1%	-3%	34%[activator]	-3%	?	10%	-1%
COCCNC(=O)c1cccc(-n2c(C)nc3cccnc32)c1	-4%	-1%	0%	-5%	7%	8%	2%
CCOC(=O)c1c(S(=O)(=O)N2CCCC(C(=O)Nc3ccc(C)cc3C)C2)c(C)n(CC)c1C (centres undefined)	2%	-2%	7%	4%	-8%	6%	-5%
Cc1nc(C)c(CCNS(=O)(=O)c2ccc(C)c(C)c2)s1	-1%	6%	2%	5%	-23%	2%	6%
Cn1ncc(C(=O)N2CCN(c3ccccc3F)CC2)c1C1CCN(C(=O)OC(C)(C)C)CC1	-7%	1%	2%	2%	-1%	-16%	-6%
COc1ccc(C2=C(C)C(N3CCC(C(=O)Nc4ccc(F)cc4C)CC3)=NS2(=O)=O)cc1	1%	-1%	5%	-14%	0%	20%	0%
COc1ccc(NC(=O)c2csnn2)cc1Cl	0%	0%	-6%	-18%	-2%	?	7%
COc1ccc(NC(=O)c2oc3ccccc3c2NC(=O)C23CC4CC(CC(C4)C2)C3)c(OC)c1	3%	0%	-2%	1%	-8%	21%	-10%
CCOc1ccc(NC(=O)c2sc3nc4c(cc3c2N)CN(Cc2ccccc2)CC4)cc1	1%	1%	-5%	-2%	-25%	-14%	-1%
O=C(Cn1cc(S(=O)(=O)Cc2cccc(Cl)c2)c2ccccc21)NCCc1ccccc1	1%	-1%	-7%	8%	1%	-14%	4%
COc1ccc(Oc2nc3c(C)cccn3c(=O)c2/C=C(\C#N)c2nc3ccccc3[nH]2)cc1	-2%	0%	2%	-1%	1%	-21%	0%
CCOc1ccc(OCC)c(NC(=O)C2CCN(S(=O)(=O)c3c(C)noc3/C=C/c3ccccc3F)CC2)c1	2%	1%	-10%	7%	-19%	8%	3%
COc1ccc(Nc2cc(C(=O)NCc3ccccc3)c3ccccc3n2)c(OC)c1	-1%	0%	-17%	-4%	-34%	?	8%
O=C(Nc1nc2c(F)cccc2s1)c1ccc(S(=O)(=O)N2CCOCC2)cc1	-1%	2%	-1%	7%	-7%	-11%	0%
COc1ccc(-n2cc(-c3ccccc3)c3c(Nc4ccc(OC)c(OC)c4)ncnc32)cc1	-1%	?	-8%	7%	4%	15%	-2%
COc1ccc(CNC(=O)c2ccc3c(c2)N(Cc2ccccc2)C(=O)c2ccccc2S3(=O)=O)cc1	1%	0%	2%	29%	-15%	-20%	-1%
Cc1ccc(CSc2c(C)cnc3c2c(=O)n(C)c(=O)n3C)cc1	-8%	-4%	9%	-3%	-10%	25%	-2%
O=C(CC(=O)Nc1ccccc1F)Nc1ccc2nc3n(c(=O)c2c1)CCCCC3	-1%	-4%	?	?	2%	-18%	6%
Cc1cccc(-n2c(C)cc(C(=O)C(=O)Nc3ccccc3F)c2C)c1C	3%	-3%	-10%	4%	-25%	13%	4%
Cc1cc(NS(=O)(=O)c2ccc(NC(=O)COc3cc(C)c(Br)cc3C(C)C)cc2)no1	-21%	1%	14%	-24%	-29%	-17%	0%
CCc1cccc(-n2nnc(-c3nc(-c4ccc5c(c4)OCO5)no3)c2C)c1	0%	0%	-1%	13%	-13%	-20%	1%

Whole records, looked up by structure. Screens in order: PTAP-TSG101 blk	B2AR arrestin ag	p53null 32C tox	NTMT1 inh	FH mod	p53null 39C tox	GALK inhibitor
Cc1cc(NS(=O)(=O)c2ccc(NC(=O)COc3cc(C)c(Br)cc3C(C)C)cc2)no1 across the screens: -21%	1%	14%	-24%	-29%	-17%	0%
Cc1ccc(CSc2c(C)cnc3c2c(=O)n(C)c(=O)n3C)cc1 across the screens: -8%	-4%	9%	-3%	-10%	25%	-2%
Cc1nc(C)c(CCNS(=O)(=O)c2ccc(C)c(C)c2)s1 across the screens: -1%	6%	2%	5%	-23%	2%	6%
COc1ccc(CNC(=O)c2ccc3c(c2)N(Cc2ccccc2)C(=O)c2ccccc2S3(=O)=O)cc1 across the screens: 1%	0%	2%	29%	-15%	-20%	-1%
Cc1ccc(CN2CCN(C3CCN(C(=O)Nc4ccccc4C(F)(F)F)CC3)C(=O)C2=O)cc1 across the screens: -2%	-1%	6%	15%	4%	9%	-2%

Carrying on:
SMILES	PTAP-TSG101 blk	B2AR arrestin ag	p53null 32C tox	NTMT1 inh	FH mod	p53null 39C tox	GALK inhibitor
COc1cccc(NC(=O)Cn2c(=O)n(CCC(=O)NCc3ccccc3OC)c(=O)c3ccccc32)c1	1%	0%	-4%	-3%	-21%	-14%	3%
COc1cc(NC(=O)CN(c2ccc(C)cc2)S(=O)(=O)c2cccc3nonc23)cc(OC)c1	12%	-1%	10%	12%	-16%	1%	0%
CCOC(=O)c1[nH]c(C)c(CCC(=O)Nc2cc(Cl)ccc2C)c1C	2%	-1%	-7%	4%	6%	-9%	0%
O=S(=O)(c1ccc(-c2csc(=Nc3ccc(F)cc3)n2CCCCCCO)cc1)N1CCCC1	-7%	0%	1%[9.22 µM]	2%	?	?	2%
CCOC(=O)N1CCC(NC(=O)c2cnn(-c3ccc(F)cc3)c2-n2cccc2)CC1	2%	-1%	-7%	1%	-1%	10%	1%
O=C1c2oc3ccccc3c(=O)c2C(c2cccc(O)c2)N1Cc1ccc(F)cc1 (centres undefined)	-2%	0%	7%	7%	-21%	?	2%
CN(C)S(=O)(=O)Nc1ccc(-c2cn3ccsc3n2)cc1	-2%	-1%	?	11%	4%	?	0%
Cc1ccc2nc(N3CCC(C(=O)N4CCN(c5cccc(Cl)c5)CC4)CC3)[nH]c2c1	-3%	-1%	2%	-29%	-5%	2%	5%
Cc1nc2sccn2c(=O)c1S(=O)(=O)Nc1cc(Cl)ccc1O	-6%	4%	3%	0%	-18%	-2%	4%
CCc1ccc(NC(=O)C2CCCN2S(=O)(=O)c2ccc3c(c2)n(C)c(=O)c(=O)n3C)cc1 (centres undefined)	-2%	1%	2%	?	5%	0%	5%
CC(=O)c1ccc(NC(=O)CCc2c(C)nn(-c3ccc4nnc(C)n4n3)c2C)cc1	1%	0%	-4%	-2%	8%	-6%	1%
Cc1ccc(CCNC(=O)c2cnc3c(C)cccn3c2=O)cc1	0%	-3%	-9%	-5%	-23%	16%	2%
Cc1c(Cl)cccc1NC(=O)C1CCCN(c2nnc(-n3c(C)ccc3C)s2)C1 (centres undefined)	0%	-3%	4%	-16%	-20%	-3%	7%
Cc1cc2oc(C(=O)N(Cc3ccc(Cl)cc3)Cc3ccco3)c(C)c2cc1Cl	-7%	0%	-4%	9%	-11%	22%	2%
CCOC(=O)c1c(C)[nH]c(C)c1S(=O)(=O)N(C)CC(=O)NCc1ccc(Cl)cc1	5%	2%	1%	-4%	-23%	5%	5%
Cc1ccc(NC(=O)Cn2c(=O)n(Cc3nc(C)no3)c(=O)c3cc4c(cc32)OCO4)c(C)c1	1%	-1%	6%	8%	2%	-9%	-2%
Cc1nn(-c2ccccc2)c2nc(C3CC3)cc(C(=O)NCc3ccccc3Cl)c12	0%	2%	5%	7%	-5%	?	1%
CSc1cccc(NC(=O)c2ccc3c(c2)c(C)c(C)n3Cc2ccc(F)cc2)c1	-3%	0%	10%	13%	-13%	1%	-3%
COc1cc(/C=C/c2nc(C#N)c(N3CCCCC3)o2)cc(OC)c1OC	0%	-1%	1%	-19%	-37%	-13%	3%
COc1ccc(NC(=O)C2CCCN(c3ncnc4onc(C)c34)C2)cc1OC (centres undefined)	-3%	1%	0%	-22%	-27%	2%	-2%
COc1ccc(-c2noc(CSc3nnc(C)n3-c3ccc(C)cc3)n2)cc1OC	-11%	7%	-12%	-15%	-5%	-6%	-11%
O=C(Nc1ccc(SC(F)F)cc1)c1cc(-c2ccc3c(c2)OCCO3)on1	-7%	-4%	-12%	7%	-5%	0%	0%
CCN(Cc1nc(-c2cccc(C)c2)no1)S(=O)(=O)c1ccc(C)cc1	-2%	-2%	-1%	1%	-13%	3%	0%
CC(C)(C)NC(=O)C1CCN(c2nc3ccccc3nc2C(F)(F)F)CC1	-4%	1%	3%	6%	-5%	12%	-1%
COCCCNC(=O)Cn1c(=O)n(-c2ccc(Cl)cc2)c(=O)c2c3c(sc21)CCCCC3	-1%	0%	2%	1%	1%	-14%	4%
Cc1ccc(C(=O)Nc2ccc(OCc3cc(=O)n4c(C)csc4n3)cc2)cc1	-1%	-1%	-4%	-21%	2%	21%	-10%

Part of the list above in order of number of heavy atoms, highest first.
SMILES	PTAP-TSG101 blk	B2AR arrestin ag	p53null 32C tox	NTMT1 inh	FH mod	p53null 39C tox	GALK inhibitor
O=S(=O)(c1ccc(-c2csc(=Nc3ccc(F)cc3)n2CCCCCCO)cc1)N1CCCC1	-7%	0%	1%[9.22 µM]	2%	?	?	2%
CCc1ccc(NC(=O)C2CCCN2S(=O)(=O)c2ccc3c(c2)n(C)c(=O)c(=O)n3C)cc1 (centres undefined)	-2%	1%	2%	?	5%	0%	5%
CC(=O)c1ccc(NC(=O)CCc2c(C)nn(-c3ccc4nnc(C)n4n3)c2C)cc1	1%	0%	-4%	-2%	8%	-6%	1%

High-throughput results from PubChem.
